Bioassay records deposited in PubChem by several laboratories.
HTR5A inv ag – counter-screen for OPRM1-OPRD1 inverse agonists: human HTR5A inverse agonism | HTR5A cell line, luminescence | hit rate 0.083% among 340,000 | P47898 | inhibition, % at 9.3 µM; in the data active = inhibition mostly above about 23%, no sharp cut-off; inactive = mostly below about 18%;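 also: 0% = cells with DMSO and 100% = no-cell wells with DMSO; some compounds called inactive have numbers as strong as hits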
SR-BI HDL uptake – inhibitors of mouse SR-BI mediated HDL lipid uptake. Q61009. ldlA[mSR-BI] CHO cells, DiI-HDL uptake fluorescence, 3 h. inhibition, % at 12.5 µM. hit rate 0.96% among 320,000;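 active = mean replicate inhibition of at least 70% and a set share of replicates each scoring 70 or more; inconclusive = meets just one of the two criteria; inactive = fails both criteria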;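 also: 0% = median of neutral control wells and 100% = median of positive control wells; values of inactives mirror those of a sister screen read the other way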
Target sequence (Q61009 whole entry, looked up): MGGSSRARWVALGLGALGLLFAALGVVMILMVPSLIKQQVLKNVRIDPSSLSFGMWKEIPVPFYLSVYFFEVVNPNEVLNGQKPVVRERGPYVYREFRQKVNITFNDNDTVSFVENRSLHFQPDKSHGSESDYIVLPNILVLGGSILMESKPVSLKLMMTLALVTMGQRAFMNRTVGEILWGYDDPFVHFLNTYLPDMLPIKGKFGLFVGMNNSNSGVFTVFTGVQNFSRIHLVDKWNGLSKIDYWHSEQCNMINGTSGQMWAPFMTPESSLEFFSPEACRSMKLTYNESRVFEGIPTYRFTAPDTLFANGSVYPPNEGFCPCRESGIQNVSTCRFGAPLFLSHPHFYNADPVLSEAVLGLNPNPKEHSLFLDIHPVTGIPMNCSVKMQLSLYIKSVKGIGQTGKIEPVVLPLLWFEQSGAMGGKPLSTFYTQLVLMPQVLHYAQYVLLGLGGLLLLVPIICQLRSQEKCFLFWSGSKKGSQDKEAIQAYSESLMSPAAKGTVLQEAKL
dFosB act – mouse delta FosB homodimer activation; P13346; purified delta FosB, TAMRA-CDK5 oligo fluorescence polarization; percent of positive-control signal above neutral wells; activation, % at 25 µM; hit rate 0.99% among 340,000; AID 493131;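 active = mean activation above about 17%, with every replicate also reaching it, limit read from the data, passing the limit was not always enough; inconclusive = only one of the two conditions met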;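 also: fluorescence polarization rise as delta FosB binds a TAMRA Cdk5 AP-1 oligo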
NSD2 HMT inh – inhibitors of human histone methyltransferase NSD2; hit rate 0.54% among 310,000; O96028; inhibition, % at 12.5 µM; NSD2 peptide methylation, AlphaScreen, 120 min; in the data active = inhibition above about 50%
MITF TRPM1 HTS – increases MITF-driven TRPM1 promoter luciferase signal; hit rate 0.75% among 300,000; SK-MEL-5 TRPM1-promoter luciferase, 24 h; % of positive control, neutral wells = 0; AID 588334; activation, % at 12.5 µM;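 active = mean activation of at least 80% with every replicate also reaching 80%; inconclusive = mean reaches 80% but some replicate falls short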;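 also: 0% = neutral control wells and 100% = parthenolide positive control wells; values of inactives mirror those of a sister screen read the other way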
PvdQ acylase – blocks Pseudomonas aeruginosa PvdQ acylase activity. inhibition, % at 10 µM. AID 488965. hit rate 0.063% among 340,000. purified PvdQ acylase, fluorescence plate reader; in the data active = inhibition above about 30%, passing the limit was not always enough; inconclusive = no clear call, values can overlap the other calls;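 also: 0% = vehicle neutral wells and 100% = reference inhibitor wells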
V-ATPase pH – yeast V-ATPase proton transport regulation by pHLuorin | response, % at 10 µM | hit rate 0.37% among 350,000 | S. cerevisiae, pHLuorin cytosolic pH fluorescence; in the data active = response mostly above about 7.3%, no sharp cut-off; inactive = mostly below about 5.4%; also: actives read high; inactives centre near 0; some compounds called inactive have numbers as strong as hits; reference of the scale not given here
CDK5 inh – blocks human CDK5/p35 kinase activity | Recombinant CDK5/p35, ADP-Glo luminescence, 60 min | Q00535+Q15078 | hit rate 0.01% among 330,000 | inhibition, % at 10 µM | AID 488839;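 active = highest replicate inhibition of at least 50% and at least 75% of replicates reaching 50%; inconclusive = only one of the two criteria met; inactive = both criteria failed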;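 also: plate controls were DMSO neutral control for no effect and GW8510 at 10 µM for full effect; many of its hits are not listed in these tables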
Target sequence (Q00535 whole entry, looked up): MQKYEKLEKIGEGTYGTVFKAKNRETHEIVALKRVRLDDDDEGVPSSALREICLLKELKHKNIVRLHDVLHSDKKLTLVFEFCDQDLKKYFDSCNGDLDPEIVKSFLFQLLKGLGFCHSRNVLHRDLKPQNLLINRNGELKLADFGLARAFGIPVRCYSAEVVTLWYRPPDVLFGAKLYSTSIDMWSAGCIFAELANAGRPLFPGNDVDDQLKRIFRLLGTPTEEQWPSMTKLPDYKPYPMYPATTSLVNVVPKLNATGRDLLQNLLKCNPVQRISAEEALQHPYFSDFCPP
Target sequence (Q15078 whole entry, looked up): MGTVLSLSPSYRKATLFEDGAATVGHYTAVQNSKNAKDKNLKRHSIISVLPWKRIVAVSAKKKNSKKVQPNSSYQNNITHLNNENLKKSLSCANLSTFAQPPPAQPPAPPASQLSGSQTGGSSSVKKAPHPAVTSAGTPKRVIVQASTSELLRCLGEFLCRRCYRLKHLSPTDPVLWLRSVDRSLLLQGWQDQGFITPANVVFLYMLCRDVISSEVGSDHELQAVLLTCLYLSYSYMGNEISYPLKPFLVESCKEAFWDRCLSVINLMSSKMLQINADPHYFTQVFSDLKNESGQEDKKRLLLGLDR
Wnt act – Wnt/beta-catenin pathway activation. Wnt/beta-catenin reporter cell assay, activator, plate reader. activation, % at 9.35 µM. hit rate 1.2% among 300,000. AID 743398; in the data active = activation above about 30%, passing the limit was not always enough; inconclusive = no clear call, values can overlap the other calls;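 also: 0% = neutral control wells and 100% = positive control wells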
HTR5A ag ctr – HTR5A agonism, opioid heterodimer counter-screen; activation, % at 9.3 µM; HTR5A agonist assay, luminescence, cell-based; AID 504692; hit rate 0.61% among 340,000; in the data active = activation mostly above about 9.5%, no sharp cut-off; inactive = mostly below about 7.6%;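 also: 0% = cells with vehicle only and 100% = reference agonist; strong numbers were not always called active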
* = called active by the depositor; ? = inconclusive; · = no result given; & = joins results of further samples.

SMILES	HTR5A inv ag	SR-BI HDL uptake	dFosB act	NSD2 HMT inh	MITF TRPM1 HTS	PvdQ acylase	V-ATPase pH	CDK5 inh	Wnt act	HTR5A ag ctr
CC(=O)Nc1ccc(NC(=O)C(C)Sc2n[nH]c(-c3cccs3)n2)cc1 (stereo not given)	2	-15	-6	0	-2	-5	0	0.1	-2	-5
COc1ccc(-c2[nH]ncc2CN(CC2CCC(=O)N2)C(C)C)cc1F (stereo not given)	-1	·	3	-1	5	-19	-2	-2.4	0	0
CCCc1nnc(NC(=O)NCCN2C(=O)C3C4C=CC(C4)C3C2=O)s1 (stereo not given)	-8	·	2	·	3	-14	-1	0.0	-1	3
COC(=O)/C(C#N)=C/c1c(N2CCN(c3cccc(Cl)c3)CC2)nc2c(C)cccn2c1=O	0	22	-5	32	-3	-1	2	1.1	0	0
CCOC(=O)c1cc2c(=O)n3ccccc3nc2n(Cc2ccco2)c1=NC(=O)c1cccnc1	-12	-7	-28	5	-3	3	1	0.1	0	6
Cn1c(COc2ccc(Cl)cc2)nnc1SCc1ncc(-c2ccccc2)o1	-2	23	-15	-4	·	1	-2	-0.7	·	-2
CC(C(=O)OCC(=O)c1ccc(F)cc1)N1C(=O)C2C3C=CC(C3)C2C1=O (stereo not given)	9	·	-14	0	8	2	-5	0.0	-1	-3
Cc1cc(C)cc(C(=O)OCC(=O)N2CCCC2)c1	-26	·	2	-2	4	-10	2	1.0	16	4
Cc1nnc(NC(=O)C2CCN(c3nnnn3-c3ccccc3)CC2)s1	4	-1	2	3	-10	-5	-3	-2.2	-1	-2
CC1CN(c2ccccc2)c2nc3c(c(=O)[nH]c(=O)n3C)n2C1 (stereo not given)	-12	-15	-1	10	-1	-9	3	-1.2	-2	3
CCOC(=O)c1ccccc1OC(=O)CS(=O)c1ccccc1[N+](=O)[O-] (stereo not given)	13	2	-2	3	-6	-25	2	-1.0	-4	0
Cc1ccc(Cn2ccc(NC(=O)CCSc3nc(-c4ccco4)cc(C(F)(F)F)n3)n2)cc1	-4	23	-2	5	-9	-12	-1	1.8	·	1
Cc1cccc(NC(=O)C2CCCN(S(=O)(=O)c3ccc4c(c3)oc(=O)n4C)C2)c1 (stereo not given)	-1	-8	4	·	-11	12	-2	4.2	-1	0
Cc1c(C(=O)Nc2ccc(-n3cnnn3)cc2)oc2ccccc12	0	33	?	-2	-5	2	1	-1.6	·	10
COC(=O)c1ccccc1S(=O)(=O)N1CCC(c2nc3ccccc3o2)CC1	2	-11	-4	-1	-6	-14	-5	0.1	·	-4
CN(C(=O)CCCN1C(=O)c2ccccc2C1=O)C1CCCCC1	4	-7	-6	-1	31	-4	-3	0.0	3	-2
N/C(=N\OC(=O)c1ccc(Cl)cc1)c1ccn[nH]1	16	-12	-9	-2	?	1	-2	4.9	49*	1
COc1cc(NC(=O)c2sc3ncn(CC(=O)N4CCC(C)CC4)c(=O)c3c2C)cc(OC)c1OC	-10	·	-21	-3	-10	-13	2	-0.2	-2	-6
CSc1ccc(C(=O)NC2CCSc3ccccc32)cc1 (stereo not given)	-9	·	3	1	29	-9	-2	-5.1	0	10
CCN(CC(=O)Nc1cc(Cl)ccc1C)C(=O)C1COc2ccccc2O1 (stereo not given)	-7	20	-1	-1	-22	-19	1	-0.6	-4	5
CCN1/C(=C\C(=S)Nc2ccccc2)Sc2ccccc21	-6	81*	4	7	12	-10	-1	3.0	8	2
Cc1c(OCc2ccccc2)c(=O)ccn1Cc1ccc(Cl)cc1	-10	0	-2	-2	4	-14	0	-2.3	·	3
C=CCNC(=O)COCc1cc(-c2ccc3c(c2)OCO3)on1	16	-9	-7	19	21	0	2	0.3	0	-5
Cc1cc(C)n(-c2cccc(CN3CCC(CO)(Cc4ccccc4)CC3)c2)n1	9	-13	-9	0	1	-15	4	-0.1	-1	0
COc1ccc(-n2cnc3c(sc4nc(N5CCOCC5)c5c(c43)CCCC5)c2=O)cc1	-4	49	-5	1	-1	-8	-4	1.6	-2	2
Continuation:
SMILES	HTR5A inv ag	SR-BI HDL uptake	dFosB act	NSD2 HMT inh	MITF TRPM1 HTS	PvdQ acylase	V-ATPase pH	CDK5 inh	Wnt act	HTR5A ag ctr
COCCN1C(=O)C(O)=C(C(C)=O)C1c1ccc(F)cc1 (stereo not given)	6	-14	6	-4	3	-10	0	-0.5	·	-2
Cc1ccc2cc(C)c3nnc(SCC(=O)Nc4nc5c(s4)CCCC5)n3c2c1C	-12	13	-7	2	·	-3	3	-1.7	·	-2
N#Cc1ccccc1OCC(=O)Nc1cccc(S(=O)(=O)N2CCCC2)c1	15	7	-12	-1	13	-2	3	0.3	1	-6
CC1CCCC(NC(=O)COC(=O)[C@@H]2CC(O)CN2S(=O)(=O)c2ccc3c(c2)OCCO3)C1C (stereo not given in full)	-2	-10	-5	-2	4	7	0	-1.5	1	2
CCCCNC(=O)N1CCOCCOCCN(C(=O)NCCCC)CCOCC1	3	-17	1	8	-7	0	2	-2.6	·	4
O=C(c1ccccc1F)N1CCN(Cc2ccccc2F)CC1	-2	-31	4	-1	1	0	-1	-1.4	·	-1
COc1ccc(NC(=O)c2ccccc2C)c(OC)c1	1	30	-4	-1	13	-1	0	-1.6	·	-3
CCCCNC(=O)Nc1ccc2c(c1)N(C)C(=O)c1ccccc1S2	3	-18	-1	-15	7	-10	0	-0.5	1	-1
CCOc1ccccc1N(CC(=O)NCc1ccc(OC)cc1)S(C)(=O)=O	-4	-16	-3	14	-1	3	-4	-0.9	·	0
COc1cc2c(cc1OC)C(COc1ccccc1OC)N(C(=O)c1ccco1)CC2 (stereo not given)	-2	17	-9	2	4	-13	1	-3.8	-1	1
Cc1ccc(-c2nnn(CC(=O)N(CC(=O)NCC3CCCO3)c3ccccc3)n2)o1 (stereo not given)	-31	30	-3	·	3	4	-2	-2.0	-2	1
CCc1ccccc1NC(=O)N1C2CCCC1CC(NC(=O)C(C)(C)C)C2 (stereo not given)	-12	19	-3	-5	·	-3	1	-0.7	·	0
CCCCC(=O)Nc1cccc(NC(=S)NC(=O)COc2ccccc2Cl)c1	-28	49	-5	0	7	-5	1	2.1	10	8
CC(C)(C)C1CCc2onc(C(=O)Nc3cccnc3)c2C1 (stereo not given)	-8	-9	-29	-3	2	9	-1	5.0	0	3
CCOC(=O)NC(=O)C(/C=N/c1sccc1C(=O)OC)=C(\C)O	·	-13	-17	-2	-17	8	0	-0.4	-4	·
COc1ccc(-c2csc(-n3cccn3)n2)cc1	14	-4	-3	-4	?	21	2	2.5	33*	-4
CCOc1ccc(C(=O)NCC(=O)NCC(c2ccccc2OC)N2CCCC2)cc1 (stereo not given)	-9	-32	2	3	6	-14	-3	-0.9	0	-3
CCCCCCCC(=O)OCC(O)CO (stereo not given)	2	-8	2	·	4	-7	1	0.1	4	0
O=C1CCc2cc(S(=O)(=O)N3CCN(c4ccccc4F)CC3)ccc2N1	1	-12	-9	-2	-14	-2	4	-1.1	·	3
O=C(NNC(=O)c1ccccc1-n1cccc1)c1ccc(F)cc1	-12	-24	-2	2	-15	-6	-1	0.5	-1	-1
COc1ccc(OC)c(N=Nc2c(O)c3ccccc3[nH]c2=O)c1	-56	·	-23	6	-22	-10	3	-2.1	-2	14*
NCc1ccc(S(N)(=O)=O)cc1	23&5	-19&-6	0&-7	·	-4&-5	8&-18	8&3	-1.2&-2.9	1&-4	-2&8
COc1ccc(C(=O)NC(=S)N2CCC(C)CC2)cc1Br	-11	-23	-8	0	8	-14	-1	-1.5	0	3
CC(=O)c1ccc(NC(=O)Nc2cccc3ccccc23)cc1	-2	14	5	-1	22	-13	6	1.2	5	3
O=Cc1cc(N=Nc2cccc(C(=O)O)c2)ccc1O	0	-10	4	2	9	-9	-3	-0.8	21	-7
Next entries follow:
SMILES	HTR5A inv ag	SR-BI HDL uptake	dFosB act	NSD2 HMT inh	MITF TRPM1 HTS	PvdQ acylase	V-ATPase pH	CDK5 inh	Wnt act	HTR5A ag ctr
Cc1nn(C)c(C)c1CN(C)C(=O)c1cc2nc(-c3ccco3)cc(C(F)(F)F)n2n1	1	19	6	2	-7	-15	-1	-0.5	-3	0
COc1ccc(CNCC(O)COc2ccc(C)cc2[N+](=O)[O-])cc1 (stereo not given)	-7	-7	-11	-1	·	4	0	0.4	6	5
CN(C)c1nc(NCc2ccccc2)nc(SCC(=O)Nc2ccc(Cl)c(Cl)c2)n1	-38	8	-11	-1	-11	-12	2	0.1	·	5
COc1cc(/C=C/C(=O)OCC(=O)Nc2sc3c(c2C#N)CCC(C)C3)ccc1OCC#N (stereo not given)	-15	51	-5	-2	23	-4	0	1.6	-1	6
CC(NC(=O)CSc1nc2ccccc2c(=O)n1CCCO)c1ccccc1 (stereo not given)	-6	-20	0	0	-2	-14	0	-1.1	0	4
C[C@@]12C(=O)Nc3ccc(Cl)cc3C(=O)N1[C@H]1c3cc(Br)ccc3OC[C@@H]1[C@@H]2c1ccccc1	10	-6	-3	·	-5	13	2	-1.0	-5	0
O=[N+]([O-])c1ccc(NC(=S)N/C(=N/CS(=O)(=O)c2ccccc2)c2ccccc2)cc1	8	38	-4	3	65	-7	-1	-1.6	·	-2
CC(=O)N1N=C(c2ccco2)CC1c1ccc(Cl)o1 (stereo not given)	-2	-5	-3	2	-2	-5	2	2.4	-1	0
CC12CCC(C(=O)N(CC3CO3)C1=O)C2(C)C (stereo not given)	-22	-23	-1	-4	-8	-13	0	-1.3	-1	-2
CCOC(=O)c1[nH]c(C)c(C(=O)N2CCN(c3ccccc3OC)CC2)c1C	0	-6	-5	-1	9	2	2	-0.2	-3	0
O=C(CC1NCCN(Cc2ccccc2)C1=O)Nc1ccc(Cl)cc1 (stereo not given)	10	-8	-2	-1	-1	-16	2	0.4	-3	4
Cc1ccc(CN(C)C(=O)c2ccc(S(=O)(=O)N(C)c3ccccc3)cc2)o1	-11	11	-4	4	3	-1	-1	1.5	-3	3
COC(=O)C(CSCc1ccccc1)NC(=O)CSc1nc(N)cc(=O)[nH]1 (stereo not given)	4	-5	-14	0	9	-8	1	-0.9	-1	7
Cc1nnc(SCCN2C(=O)c3ccccc3C2=O)nc1C	-18	-6	10	·	-7	-7	-1	1.0	-2	1
Cc1ccc(NC(=O)CSc2ccc(-c3cccnc3)nn2)c(C)c1	18	-9	-6	0	-3	8	-7	0.3	-2	4
CCC1(CC)SC(N)=NC1=O	0	-13	-4	2	11	1	-3	1.3	-2	0
O=C(O)Cc1csc(-c2ccccc2)n1	-8	-17	2	-2	19	-2	-1	2.1	1	3
Nc1cc(=O)[nH]c(SCC(=O)Nc2nnc(-c3ccccc3)s2)n1	0	-10	1	2	13	9	0	4.8	2	0
CCOc1ccc2oc(=O)cc(CN3CCN(C(=O)c4ccco4)CC3)c2c1	-5	12	-9	0	-6	4	-4	0.2	6	2
CCN(CC)CCN(C(=O)/C=C/c1cccs1)c1nc2ccc(OC)cc2s1	1	-15	3	-1	5	-12	3	·	-1	3

Limited to HTR5A ag ctr and PvdQ acylase (2 entries from above):
| Molecule | HTR5A ag ctr | PvdQ acylase |
| --- | --- | --- |
| CC(NC(=O)CSc1nc2ccccc2c(=O)n1CCCO)c1ccccc1 (stereo not given) | 4 | -14 |
| COc1ccc(CNCC(O)COc2ccc(C)cc2[N+](=O)[O-])cc1 (stereo not given) | 5 | 4 |
